p-CIP stab down – p/CIP protein destabilization; 290,000 compounds, 0.01% hits; AID 1984; F442A p/CIP-EGFP cells, EGFP fluorescence, 16 h; decrease of EGFP signal, % at 10 µM; Q05BA5;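 active means EGFP signal decrease of at least 30% at 10 µM or well 3 SD below plate mean, unless failing retest; inactive means the rest, including hits failing retest or dose response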; further: some compounds called inactive have numbers as strong as hits; many of its hits are not listed in these tables
VIM-2 inhibitor – blocks Pseudomonas aeruginosa VIM-2 metallo-beta-lactamase | inhibition, % at 5.6 µM | 290,000 compounds, 0.89% hits | purified VIM-2, nitrocefin hydrolysis, epi-absorbance fluorescence;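 active means inhibition above the mean of all tested compounds plus 3 SD, cutoff set per screening run, cut at about 7.5% in these data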;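 further: red hydrolysis product quenches plate fluorescence so inhibitors raise well fluorescence; 0% = enzyme with DMSO and 100% = DMSO without enzyme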
IMP-1 inhibitor – inhibitors of Pseudomonas aeruginosa IMP-1 metallo-beta-lactamase | AID 1556 | 290,000 compounds, 0.45% hits | purified IMP-1, nitrocefin hydrolysis, epi-absorbance fluorescence | inhibition, % at 5.6 µM;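 active means inhibition above the mean plus 3 SD of all compounds in the same screening run, cut at about 4.5% in these data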;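 further: 0% = IMP-1 with DMSO and 100% = DMSO wells lacking enzyme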
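System: Purified recombinant IMP-1 metallo-beta-lactamase enzyme | Measured by: Fluorescence quenching readout, ex 480/em 530 nm | Replication: Singlicate | Incubation: 15 min preincubation plus 25 min reaction at 25 °C | Evaluation: Percent inhibition from optical density relative to buffer-blank wells | Benchmarks: DMSO with and without IMP-1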
FID counter – fluorescent intercalator displacement, NS3 helicase counter-screen; 290,000 compounds, 0.17% hits; DNA fluorescent intercalator displacement, fluorescence; AID 1845; inhibition, % at 7.9 µM; in the data active means inhibition above about 37%;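 further: 0% = vehicle and 100% = reference compound; higher means more ethidium bromide displaced from hairpin DNA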
M18AAP inhibitor – PfM18AAP enzyme inhibition. recombinant PfM18AAP, H-Glu-NHMec fluorogenic cleavage. inhibition, % at 7.35 µM. 290,000 compounds, 1.2% hits. AID 1822;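 active means inhibition above the campaign mean inhibition over all tested compounds plus 3 SD, cut at about 28% in these data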;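 further: 0% = plate median of test compound wells and 100% = 2 mM ZnCl2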
IDE act – IDE (human) activation, cell-based; HEK cells, FAbeta-B cleavage, fluorescence polarization; 0% vehicle, 100% cell-free pure enzyme wells; activation, % at 5.96 µM; AID 493087; 340,000 compounds, 0.073% hits;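 active means activation above the mean of all tested compounds plus 3 SD, set per screening campaign, cut at about 17% in these data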
IDE inh – inhibits human insulin-degrading enzyme in HEK cells; P14735; FAbetaB cleavage, fluorescence polarization; inhibition, % at 5.59 µM; 320,000 compounds, 0.41% hits; AID 434962;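 active means percent inhibition above the average of all tested compounds plus 3 SD, set per screening campaign, cut at about 16% in these data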;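 further: IDE supplied by intact live HEK cells; FP after avidin binding of uncleaved biotin substrate so inhibition keeps polarization high; 0% = DMSO wells and 100% = 60 µM reference IDE inhibitor Ii1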
SUMO HTRF inh – SUMOylation inhibition | P63279 | HTRF SUMOylation assay, SAE1/SAE2 + UBC9, in vitro | inhibition, % at 35 µM | 290,000 compounds, 0.36% hits | AID 2006; in the data active means inhibition above about 50%, passing the limit was not always enough; further: strong numbers were not always called active
Target sequence (P63279 whole entry, looked up): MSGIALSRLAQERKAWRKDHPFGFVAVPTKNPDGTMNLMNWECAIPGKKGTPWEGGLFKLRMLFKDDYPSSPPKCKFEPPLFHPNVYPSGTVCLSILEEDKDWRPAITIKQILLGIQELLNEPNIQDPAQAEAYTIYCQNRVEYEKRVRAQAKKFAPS
NS3 helicase inh – inhibitors of Hepatitis C virus NS3 helicase. NS3 helicase DNA unwinding, Cy5 molecular beacon fluorescence. inhibition, % at 10.9 µM. 290,000 compounds, 0.56% hits. AID 1800;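 active means inhibition above the mean of all tested compounds plus 3 SD, set per campaign, cut at about 35% in these data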;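 further: 0% = DMSO wells and 100% = thioflavine S control wells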
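Compound dosing – single dose, 10.9 µM nominal final, DMSO 0.8% final · System – NS3 helicase fragment of HCV · Buffer or medium – MOPS pH 6.5, MgCl2, DTT, Tween20, BSA · Signal – Cy5 beacon fluorescence read at start and 1 h · Also added – annealed dual-labelled DNA beacon duplex, ATP-started · Schedule – 1 h at 25 °C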
* = called active by the depositor; . = not tested or not shown.

SMILES | p-CIP stab down | VIM-2 inhibitor | IMP-1 inhibitor | FID counter | M18AAP inhibitor | IDE act | IDE inh | SUMO HTRF inh | NS3 helicase inh
CCOC(=O)/C=C/C(=O)N1CCc2ccccc21 | -9 | 0.2 | -0.2 | -3 | -4 | 1 | -1 | -15 | 6
Cc1ccc(S(=O)(=O)N(CC(=O)NCc2cccnc2)C2CCCCC2)cc1 | -8 | 0.6 | 0.4 | -27 | -3 | 2 | -3 | 8 | 1
O=c1oc2cccnc2n1CCS(=O)(=O)c1ccc(F)cc1 | -14 | -2.5 | -2.2 | 1 | -2 | 1 | 8 | -2 | -2
CCC(C)(C)NC(=O)/C=C/c1ccccc1[N+](=O)[O-] | 24 | -4.8 | -2.4 | -1 | 2 | 4 | 3 | 0 | 10
O=C(c1cccc(OC2CCN(C3CCCC3)CC2)c1)N1CCCCCCC1 | -4 | -4.0 | -2.7 | 19 | -3 | 8 | 3 | -2 | 34
CC(C)(c1ccccc1)c1ccc(OCC(O)CNC2CCN(Cc3ccccc3)CC2)cc1 (stereo unspecified) | -14 | -1.6 | 0.3 | 29 | 0 | 9 | 3 | 6 | -71
CCOC(=O)c1sc(NC(=O)c2ccco2)c(C#N)c1C | -2 | -3.5 | -2.3 | -23 | 5 | -3 | -3 | -4 | -6
COc1ccc(C(=O)NNC(=O)OC(C)(C)C)cc1 | -4 | -3.8 | -3.1 | 0 | 1 | 5 | 9 | 8 | 2
Cc1cc(C(=O)OCC(=O)Nc2cccc(S(=O)(=O)N(C)C)c2)c2ccccc2n1 | -2 | -1.7 | -2.0 | -2 | 0 | -1 | 0 | 14 | -16
Cc1cccc(C)c1NC(=S)NC(=O)c1ccccc1F | -12 | 0.6 | 0.7 | -6 | 27 | -4 | -2 | 2 | 0
CC1CCc2c(cnc3ncnn23)C1 (stereo unspecified) | 3 | -2.0 | -2.2 | -4 | 2 | 0 | -3 | 14 | -4
COC(=O)COc1ccc(Oc2cc(C)nc(SC)n2)nn1 | -7 | -1.2 | -0.4 | -2 | 6 | 2 | 1 | 12 | 4
Cc1cc(S(=O)(=O)Cc2noc(-c3c(C)noc3C)n2)c(C)cc1Cl | -9 | -2.8 | -1.7 | -15 | 8 | 3 | 12 | -1 | 7
Nc1cccc2c1C(=O)N(Cc1cccc(Cl)c1)C2=O | 16 | -2.0 | -0.8 | 0 | -8 | 1 | 7 | 14 | -5
CCn1cc(C(=O)O)c(=O)c2cnc(N3CCN(C(=S)Nc4ccccc4)CC3)nc21 | 1 | 0.5 | -1.3 | -4 | 3 | -1 | 4 | 5 | -10
CC1=NN(c2ccc(C)c(C)c2)C(=O)/C1=C\C=C\c1ccc([N+](=O)[O-])o1 | -8 | 1.7 | -3.9 | -6 | -11 | -1 | 8 | 38 | 40*
CCN(CC)CC(=O)Nc1c(Br)ccc2c1OCO2 | 9 | -4.5 | -4.4 | 1 | 3 | -2 | -2 | -6 | -4
O=C(NNc1ccccc1)Nc1ccccc1F | -16 | 1.5 | -1.6 | -1 | 30* | 5 | 1 | -3 | 2
O=S(=O)(Nc1cccc(-c2ccc(N3CCCCCC3)nn2)c1)c1ccc(F)cc1 | -8 | -2.6 | -0.7 | -21 | -3 | 3 | 0 | -9 | -4
O=C1c2ccsc2SCCN1Cc1ccccc1Cl | -8 | -1.3 | 1.0 | -12 | -1 | -2 | 2 | 4 | 15
CC(C)CCNC(=O)CN(C(=O)CCC(=O)Nc1nccs1)c1ccc2c(c1)OCCO2 | -11 | -2.0 | -1.5 | -21 | -6 | 0 | 1 | -1 | -2
Cc1oc(-c2ccc(Cl)cc2)nc1CS(=O)CC(=O)NC1CCCC1 (stereo unspecified) | 7 | -0.1 | -1.7 | -35 | -14 | -3 | 3 | 5 | -4
OC1(c2ccccc2)c2ccccc2-c2ncccc21 (stereo unspecified) | -13 | -2.3 | -2.0 | -2 | -1 | 0 | -1 | 18 | -3
O=C(NCc1ccc(Cl)cc1)C1CCN(S(=O)(=O)c2cc([N+](=O)[O-])ccc2Cl)CC1 | 4 | -2.8 | 1.6 | 6 | -2 | -1 | 3 | 2 | -5
Cc1cccc(NC(=O)CN2C(=O)NC(Cc3ccccc3)C2=O)c1 (stereo unspecified) | -3 | -1.4 | -4.1 | -2 | 9 | 4 | 3 | 13 | 3
CCc1ccc(C(=O)OCC(=O)Nc2cccc(S(=O)(=O)NC3=NCCCCC3)c2)cc1 | 7 | -5.9 | -0.5 | -37 | 0 | 0 | 5 | -21 | -2
COc1ccc(-n2c(SCC(=O)Nc3nccs3)nnc2-c2ccccc2)cc1 | -8 | -1.7 | -1.5 | -17 | 0 | 1 | 4 | 14 | 6
CCSc1nc2sc3c(c2c(=O)n1-c1ccccc1)CCN(C)C3 | -16 | 1.4 | -2.7 | -4 | 11 | -7 | 9 | 14 | -31
O=c1cc(-c2ccccc2[N+](=O)[O-])oc2ccccc12 | -17 | 0.4 | -0.6 | 0 | 6 | 4 | 1 | 8 | -6
CCOC(=O)Nc1ccc2c(c1)nc(CN1CCCCC1)n2C | 4 | -3.8 | -3.8 | -2 | 0 | 4 | 5 | 0 | 7
CC(C)CCn1nnnc1CN1CCN(C(c2ccccc2)c2ccccc2)CC1 | -4 | -2.0 | -3.1 | -6 | 3 | 5 | 4 | -18 | -17
Cc1ccc(/C=N/NC(=O)c2nnn(-c3nonc3N)c2C(C)C)s1 | -6 | -2.4 | -1.6 | -13 | 4 | 1 | 2 | 13 | 11
O=C(N/C(=C\c1ccccc1)C(=O)N1CCOCC1)c1ccccc1Br | -4 | -0.2 | -1.3 | -14 | -9 | 5 | 1 | 9 | -9
CCOc1ccccc1NC(=O)Nc1ccc(OC)nc1 | -7 | -1.9 | -2.8 | -12 | 1 | 5 | . | -7 | -12
O=C(Nc1c(-c2ccccc2)nc2c(Br)cc(Br)cn12)c1ccco1 | 1 | -1.4 | -1.9 | -1 | 1 | 0 | 2 | -6 | -3
CCOC(=O)/C=C1\SCC(=O)N1CC(O)CN1C(=O)CS/C1=C\C(=O)OCC | -84 | -3.6 | -4.5 | -9 | -5 | 7 | -1 | 23 | 5
O=C1C2C(C(=O)N1Cc1cccnc1)C1C=CC2C12CC2 (stereo unspecified) | -6 | -2.4 | -7.9 | 0 | -1 | -1 | 4 | -9 | 4
CC(=O)c1ccccc1Oc1ncnc(N)c1[N+](=O)[O-] | 7 | -2.0 | -2.6 | -3 | 2 | 5 | 4 | -1 | -8
CC1CCc2c(nc3ncnn3c2NCCN(C)C)C1 (stereo unspecified) | -5 | -3.6 | -3.5 | -3 | -3 | -2 | -6 | 13 | -15
CCOC(=O)/C=C1\NC2(CCCCC2)Cc2cc(OC)c(OC)cc21 | . | -1.6 | -0.9 | -4 | 3 | 3 | 5 | . | 6
Cc1cnc(NC(=O)[C@H](C)N2C(=O)C3CCCCC3C2=O)s1 (stereo partly specified) | -8 | -3.7 | -5.3 | 4 | 6 | 8 | -2 | -4 | -6
CN=C1S/C(=C\c2c(OC)cc(OC)cc2OC)C(=O)N1C | -4 | 5.5 | -2.1 | -29 | -2 | 2 | -10 | 5 | 1
CC(C)(C)CC(C)(C)NCC(O)COc1c(F)cc(Br)cc1F (stereo unspecified) | -2 | -2.9 | -2.0 | 25 | -5 | 4 | -3 | -13 | -21
Cc1cccc(NC(=O)Cn2cnc3sc(C)c(S(=O)(=O)N4CCC(C)CC4)c3c2=O)n1 | -8 | -3.1 | -1.0 | -4 | -4 | 4 | -1 | 11 | 24
O=C(c1cccs1)N1CCN=C1SCc1ccccc1 | -6 | -1.5 | -2.1 | -5 | 3 | 0 | 7 | -3 | -7
CC(=O)Nc1ccc(S(=O)(=O)N(C)CC(=O)N/N=C/c2cccs2)cc1 | -9 | -2.5 | -1.8 | -1 | -4 | 0 | 1 | 13 | 1
OCCC1CN(Cc2cccc3nccnc23)CCN1C1CCCC1 (stereo unspecified) | -5 | 1.8 | -0.7 | 3 | -8 | 4 | -7 | -6 | 1
CN(C)S(=O)(=O)c1cccc(NC(=O)CNC2CCCCC2)c1 | 2 | -3.8 | -2.4 | 6 | -5 | 4 | 1 | 14 | 3
O=C(COc1ccc(F)cc1)N(CC1=CCS(=O)(=O)C1)c1ccccc1 | -1 | -2.5 | -0.5 | -10 | 0 | -1 | -6 | 13 | 0
CCOc1ccc(/C(O)=C2/C(=O)C(=O)N(c3ncccn3)C2c2ccc(C)cc2)cc1 (stereo unspecified) | 1 | -2.0 | -1.8 | -47 | 1 | 7 | 1 | 36 | 7
New compounds follow:
SMILES | p-CIP stab down | VIM-2 inhibitor | IMP-1 inhibitor | FID counter | M18AAP inhibitor | IDE act | IDE inh | SUMO HTRF inh | NS3 helicase inh
O=C(CN1CCN(c2ccc(F)cc2)CC1)c1ccc2c(c1)OCO2 | 0 | -1.3 | -2.6 | 5 | 5 | 5 | 6 | -1 | 2
CC(C)OC(=O)CSc1nnc(-c2ccccn2)n1-c1ccccc1 | 1 | -0.8 | -3.5 | -23 | 3 | 0 | -3 | -13 | -2
O=C(CN1CCN(c2ccccn2)CC1)Nc1cccc(C(F)(F)F)c1 | -9 | -0.5 | -2.0 | -6 | -4 | -1 | -6 | 12 | -13
Cc1[nH]c(C(=O)O)c(C#N)c1C(=O)c1ccccc1 | -1 | -2.4 | -1.3 | 4 | -1 | 2 | 3 | 16 | -15
Cc1cccc(NC(=O)Nc2cc(C)cc(C)n2)c1 | 7 | -2.8 | -4.1 | -5 | 3 | 2 | -5 | -11 | 7
Cc1cc2cc(CNC(=O)CCC(=O)O)ccc2n1C | -3 | -1.0 | 1.4 | -14 | 8 | -3 | -4 | 33 | 6
COC(=O)Cc1c(C)c2ccc(OC(=O)c3ccccc3)cc2oc1=O | 1 | 0.3 | -3.6 | -14 | -17 | 2 | -5 | 32 | 5
CCOC(=O)C1CCCN(C(=O)c2ccc(CS(=O)(=O)c3ccc(C)cc3)o2)C1 (stereo unspecified) | -9 | -4.9 | -4.3 | -31 | -4 | 0 | 2 | 22 | 21
Cc1cc(C)c2cc(C(=O)Nc3ccc(C)c(F)c3)[nH]c2c1 | 2 | -1.3 | -0.8 | -7 | 1 | 0 | . | -9 | -12
CC(C)(C)c1ccc(C(=O)Nc2nnc(Cc3c[nH]c4ccccc34)s2)cc1 | -5 | -1.2 | -0.9 | 3 | -11 | 1 | -2 | -27 | -4
CC(C)(C)C(=O)Nc1cc2c3c(c1)CC(=O)N3CCC2 | -1 | -0.7 | -2.6 | -5 | 6 | -5 | 2 | 17 | 6

Hits appear at their usual frequency; 3.6% or so of the library scored in one or more.
